Screening data: PubChem BioAssay, National Center for Advancing Translational Sciences (NCATS)
D1 antag: blocks dopamine activation of the human D1 receptor | P21728 | HEK293 TREx D1 cells, calcium flux, dopamine EC80; hits give low values | activity change, negative = inhibition, % at 10 µM | hit rate 3.2% among 360,000; in the data active = activity change below about -30%; also: % is scaled to controls: 0 for no effect and ±100 for the full control effect
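HEK293 T-REx cells expressing inducible, force-coupled D1 receptor; no-wash Ca dye, 30–90 min RT. Cmpd → 180 s read at 1 Hz → EC80 DA → 180 s read.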
RXFP1 ag: activates the human relaxin receptor RXFP1 | Q9HBX9 | HEK293T-RXFP1 cAMP TR-FRET, 30 min; response scale: percent of porcine relaxin response, buffer zero | Potency, µM (series often up to 57.5 µM), for the others: at the top dose activation, most hits filed as activators | hit rate 0.3% among 370,000 | AID 2676; also: potency is read from the fitted curve at half-maximal effect; % is scaled to controls: 0 for no effect and ±100 for the full control effect; nearly all actives have a fitted effect of over 60% in size; many of its hits are not listed in these tables
Target sequence (Q9HBX9 whole entry, looked up): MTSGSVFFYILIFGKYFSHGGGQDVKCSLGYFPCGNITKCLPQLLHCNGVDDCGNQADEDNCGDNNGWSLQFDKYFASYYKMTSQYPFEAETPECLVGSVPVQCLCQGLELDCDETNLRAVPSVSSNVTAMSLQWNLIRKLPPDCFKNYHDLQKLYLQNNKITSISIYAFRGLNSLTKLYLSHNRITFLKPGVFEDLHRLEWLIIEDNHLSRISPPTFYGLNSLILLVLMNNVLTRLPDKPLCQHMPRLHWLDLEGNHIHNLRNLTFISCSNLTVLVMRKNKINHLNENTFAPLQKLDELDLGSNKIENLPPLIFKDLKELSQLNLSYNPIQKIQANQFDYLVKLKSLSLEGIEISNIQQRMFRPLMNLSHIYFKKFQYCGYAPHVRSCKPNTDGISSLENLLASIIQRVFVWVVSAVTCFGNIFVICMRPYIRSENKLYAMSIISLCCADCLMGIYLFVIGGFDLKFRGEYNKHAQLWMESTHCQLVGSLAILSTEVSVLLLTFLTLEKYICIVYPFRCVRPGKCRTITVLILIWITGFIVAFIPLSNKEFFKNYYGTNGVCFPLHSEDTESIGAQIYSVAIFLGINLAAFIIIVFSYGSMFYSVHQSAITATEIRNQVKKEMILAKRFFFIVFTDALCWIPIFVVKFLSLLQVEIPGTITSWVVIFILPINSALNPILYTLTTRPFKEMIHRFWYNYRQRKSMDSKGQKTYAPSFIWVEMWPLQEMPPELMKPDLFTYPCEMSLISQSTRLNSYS
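HEK293T cells stably expressing RXFP1 were pretreated with the PDE4 inhibitor Ro 20174, exposed to compounds for 30 min at 37C, lysed, and cAMP was read by TR-FRET. Data normalized to buffer (basal) and 29 nM porcine relaxin (100%).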
Vif-APOBEC3F blk: Vif-A3F binding inhibition. HeLa A3F-eYFP + Vif (tagged APOBEC3F with the HIV-1 protein that degrades it), YFP fluorescence increase. Potency, µM (series often up to 46.1 µM), inactives show top-dose activity, negative = active. hit rate 0.2% among 390,000. AID 602313; also: potency is read from the fitted curve at half-maximal effect; % of control where 0% means no effect; nearly all actives have a fitted effect of over 65% in size
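HeLa cells stably expressing Vif plus C-terminally eYFP-tagged A3F were seeded, incubated overnight at 37 deg C, dosed with compound, incubated overnight again at 37 deg C. Yellow fluorescence (Ex 488/Em 500-530) reported blocked Vif-mediated A3F-eYFP degradation.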
D2 PAM: D2 dopamine receptor (human) potentiation; P14416; hit rate 0.34% among 340,000; potentiation, % at 10 µM; HEK293 T-REx D2, calcium flux, EC20 dopamine potentiation;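 active = potentiation over 3 SD above the plate norm, cut at about 30% in these data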; also: 0% is about no effect
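Calcium flux readout, no-wash dye, 1 read/s. Inducible HEK293 Trex D2 line, overnight 30 C. Compound alone 180 s (agonist flags), then EC20 dopamine, another 180 s to score potentiation.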
Vif-APOBEC3G blk: Vif-A3G binding inhibition; Q9HC16; AID 602310; Potency, µM (series often up to 46.1 µM), for inactives: at the top dose activity, negative = active, actives largely listed as inhibitors; hit rate 0.076% among 410,000; HeLa A3G-eYFP + Vif (tagged APOBEC3G with the HIV-1 protein that degrades it), YFP fluorescence, overnight;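 also: potency is read from the fitted curve at half-maximal effect; % is scaled to controls: 0 for no effect and ±100 for the full control effect; nearly all actives have a fitted effect of over 60% in size; hits raise eYFP signal because A3G escapes Vif-driven loss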
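Read-out is eYFP fluorescence (Ex 488/Em 500-530) from Vif-expressing HeLa A3G-eYFP cells; more signal means A3G escaped Vif-mediated degradation. Cells plated overnight, compound pinned in, incubated overnight at 37 deg C.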
D1 agonist: human D1 receptor agonism; HEK293 T-REx D1 cells, calcium flux, agonist mode; activation, % at 2 µM; hit rate 1% among 360,000; AID 504660; in the data active = activation above about 30%; also: 0% is about no effect
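Inducible HEK293 T-REx D1 cells, force-coupled to calcium signalling, were plated at 4000 cells/well with tetracycline and held overnight at 30 C. After no-wash calcium dye loading, compound-evoked calcium rise over 180 s flagged agonists.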
GRP78 ERSR act: induces the endoplasmic reticulum stress response in human glioma cells. U87-MG GRP78 promoter luciferase reporter, 16 h. Potency, µM, without a hit: top-dose activation, usual class: activators. hit rate 0.02% among 420,000. AID 602332; also: potency is read from the fitted curve at half-maximal effect; series mostly up to about 76 µM; % of control where 0% means no effect; nearly all actives have a fitted effect of over 35% in size
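Stably transfected U87-MG human glioma cells carrying a GRP78-based luminescent sensor were seeded at 1000 cells/well, pin-dosed with compounds and incubated 16 h. Luciferase reagent was then added, and end-point luminescence was read after 10 min at room temperature.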
D1 potentiator: human D1 dopamine receptor positive modulation | HEK293 TREx D1 cells, calcium flux, dopamine EC20 potentiation | potentiation, % at 10 µM | hit rate 0.036% among 360,000 | AID 504651; in the data active = potentiation above about 30%; also: 0% is about no effect
RXFP1 antag: RXFP1 (human) relaxin receptor antagonism | activity change, negative = inhibition, % at 57.5 µM | HEK293-RXFP1, relaxin-stimulated cAMP HTRF, 30 min; hits give low values | hit rate 0.59% among 350,000;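 active = activity change of -60% or lower, but not beyond a set lower limit; inconclusive = change between -60% and -40%, or beyond the set limit; inactive = change above -40%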; also: % is scaled to controls: 0 for no effect and ±100 for the full control effect
* marks the source's active call; other numbers are inactive results; ? = inconclusive; / = no result given. Unless noted, calls follow the shape of the dose curve; as a rule, active = well fitted curve in the direction sought with a large enough effect; inconclusive = small, poorly fitted or top-dose-only effect, or another doubt; inactive = no such curve, though single readings can be large; an effect the other way counts as inactive or inconclusive. Some of the compounds tested (hit frequency here may not be typical).

SMILES | D1 antag | RXFP1 ag | Vif-APOBEC3F blk | D2 PAM | Vif-APOBEC3G blk | D1 agonist | GRP78 ERSR act | D1 potentiator | RXFP1 antag
Cc1ccc(-c2csc(NC(=O)c3cccc([N+](=O)[O-])c3C(=O)O)n2)cc1 | -1.7 | 4.7% | -6.6% | -4.2 | 0.7% | -1.1 | 5.3% | 0.9 | 4.7
CCCC(=O)NC(=S)Nc1ccccc1N1CCOCC1 | -2.2 | -0.4% | 0.0% | / | -2.8% | 1.4 | -4.5% | -0.1 | -6.3
Cc1ccc(C(=O)Nc2nnc(S(=O)(=O)N3CCc4ccccc43)s2)cc1 | -7.8 | 2.4% | 5.7% | -8.2 | 0.3% | 2.0 | -1.0% | 4.0 | -17.8
Cc1ccc2c(c1)C(c1ccc(N3CCOCC3)cc1)=NNC(c1cccs1)=N2 | 6.5 | 0.1% | -5.7% | -0.2 | 0.0% | -0.1 | -5.1% | -6.7 | -2.5
c1ccc2c(c1)Nc1ccncc1S2 | -8.4 | -3.3% | -5.8% | 7.3 | 0.1% | 11.1 | -6.9% | -1.4 | -8.9
C[C@H](CO)N1C[C@H](C)[C@H](CN(C)C(=O)c2ccccn2)Oc2cc(C#Cc3ccc(F)cc3)ccc2S1(=O)=O | / | / | -2.1% | / | -0.7% | / | -1.1% | / | -3.1
CCCCNc1nc(=S)n(-c2ccccc2)c(C)c1C(C)=O | -2.5 | 3.1% | -3.5% | -6.7 | -4.4% | 1.0 | -6.6% | 0.0 | -3.0
Cc1cc(N2CCC(C)CC2)nc2ccc(N3C(=O)CCC3=O)cc12 | 3.3 | 1.6% | -10.9% | -1.2 | 5.2% | 3.7 | 0.9% | 2.5 | 5.6
COc1cc2c(cc1NC(=O)CSc1ccc(C)cc1)oc1ccccc12 | -3.7 | -1.4% | -19.8% | 8.8 | -0.4% | 5.0 | 2.7% | 3.6 | 2.4
Cn1cnc2c(ncn2C2OC(CO)C(O)C2O)c1=S (configuration not stated) | / | / | -1.8% | / | -0.5% | / | 0.0% | / | 0.7
Fc1ccc(NC(=S)Nc2ccc(Cl)cc2Cl)cc1 | / | -1.4% | 3.5% | -0.1 | -0.3% | 0.4 | -1.5% | -5.2 | -1.2
O=c1oc2c(-c3cccc(F)c3)cc(O)cc2s1 | -4.8 | 1.1% | -22.1% | 7.1 | ? | 1.4 | -2.6% | 4.8 | -6.0
O=C(Cn1nc(-c2ccccc2)oc1=O)OCC(=O)c1ccccc1 | / | / | -15.4% | / | 0.2% | / | 0.2% | / | -19.0
COc1ccccc1N1CCN(/N=C/c2cc(OC)c(OC(C)=O)c(OC)c2)CC1 | -17.0 | -1.6% | 6.2% | 10.2 | 1.3% | -1.3 | -3.0% | -11.8 | -2.8
Cc1onc(-c2c(F)cccc2Cl)c1C(=O)N1C=CC(C(F)(F)Cl)=NCC1 | 9.2 | 0.0% | -2.9% | -2.8 | 0.0% | 1.5 | -0.4% | -1.6 | 4.3
Cc1ccc(S(=O)(=O)NCCc2c[nH]c3ccccc23)cc1 | -19.4 | 2.4% | -13.7% | 6.9 | 1.9% | 4.4 | 7.6% | -6.0 | 0.1
COc1ccc(CNC(=O)CSc2nc3ccccc3nc2Cc2ccccc2OC)cc1 | 11.0 | ? | -8.5% | 8.7 | 5.6% | -1.6 | -3.2% | 2.3 | 2.2
COc1cc(CN2CCCC(C)C2)ccc1OCc1ccccc1 (configuration not stated) | 37.0 | -4.1% | -8.9% | -24.6 | 1.9% | 0.6 | 5.2% | -6.5 | -13.0
O=C(NCc1ccccc1)c1cc(-c2cccs2)on1 | 1.7 | 0.8% | -1.2% | / | -1.2% | 1.5 | 4.7% | -3.4 | 7.8
Fc1ccc(-n2c(=S)[nH]c3cccnc32)cc1 | -33.1* | -0.4% | -7.5% | 3.4 | -0.6% | -1.7 | 4.9% | -6.3 | -38.9
COc1ccc(OC)c(-c2nn(-c3ccccc3)cc2C(=O)NCC(c2cccs2)N2CCOCC2)c1 (configuration not stated) | 5.4 | 0.8% | 3.1% | -0.5 | -4.5% | 2.5 | -0.7% | -6.5 | -4.9
CCN(CC(=O)Nc1ccc(NC(C)=O)cc1)C(=O)c1ccc(COc2ccc(C(C)(C)C)cc2)cc1 | / | / | -6.1% | / | 3.3% | / | -4.9% | / | 3.1
CN(C)CCCNC1CS(=O)(=O)CC1O (configuration not stated) | 14.1 | 1.4% | 0.8% | 13.0 | -5.5% | -2.2 | -1.0% | 0.9 | -13.5
O=C(c1ccccc1)N1CCN(C(=S)NCc2ccc3c(c2)OCO3)CC1 | -3.7 | -1.0% | -0.1% | -2.4 | 5.7% | 2.4 | -3.7% | -7.0 | -3.9
O=C(CNS(=O)(=O)c1ccc(F)cc1)Nc1ccccc1 | -24.2 | -0.5% | 1.2% | 10.7 | 1.1% | 2.3 | 2.7% | 2.8 | 3.2

Looked up above:
Under RXFP1 antag, `O=C(c1ccccc1)N1CCN(C(=S)NCc2ccc3c(c2)OCO3)CC1` has the entry -3.9
Under D1 agonist, `COc1cc(CN2CCCC(C)C2)ccc1OCc1ccccc1` (configuration not stated) has the entry 0.6

(list continues)
SMILES | D1 antag | RXFP1 ag | Vif-APOBEC3F blk | D2 PAM | Vif-APOBEC3G blk | D1 agonist | GRP78 ERSR act | D1 potentiator | RXFP1 antag
Cc1ccn2c(NC(C)(C)C)c(-c3cccs3)nc2c1 | 0.5 | 3.5% | -10.9% | 0.8 | -0.8% | 4.1 | -1.8% | -0.9 | -37.5
Cc1ccc(-n2c(N)cc(=O)nc2SCC(=O)NC2CCCCC2)cc1C | 4.6 | -3.3% | 2.4% | -0.4 | -3.0% | 3.8 | 0.5% | 1.2 | 11.2
NS(=O)(=O)c1cc(C(=O)OCC(=O)c2ccccc2)c(Cl)cc1Cl | -7.6 | -1.8% | -0.5% | 5.3 | 4.0% | 9.6 | -0.2% | 11.1 | 7.0
CCOC(=O)c1c(Cl)c(C)nn1-c1nc(OC)cc(OC)n1 | 29.6 | 7.1% | -5.7% | -6.7 | -0.8% | 3.3 | -2.1% | 0.2 | 5.0
COc1ccc(N2CCN(C(=O)COC(=O)CCOc3ccc(C)cc3)CC2)cc1 | -31.5* | -0.1% | -13.1% | / | 0.5% | 10.5 | -2.2% | -10.1 | -16.2
CCC1=C2CC[C@H]3C(=O)N(CC)C(=O)[C@H]3[C@H]2[C@@]2(Cc3ccccc3)C(=NCCOC)OC(=O)N2C1=O | -14.0 | 1.4% | 6.8% | -6.6 | -0.5% | 0.2 | -3.8% | -5.0 | /
CC(NC(=O)C(=O)NCc1cccs1)c1ccccc1 (configuration not stated) | -8.0 | -0.9% | 1.8% | 1.8 | 3.3% | 19.0 | -2.9% | -6.9 | -2.1
Cc1ccc(N(CN2C(=O)c3ccccc3C2=O)C(=O)c2ccc([N+](=O)[O-])cc2[N+](=O)[O-])cc1 | 9.9 | 1.5% | 0.4% | -3.1 | -0.1% | 3.7 | -4.4% | -4.6 | -3.6
CC1CCc2nn(CC(=O)NCCN3CCCCC3C)cc2C1 (configuration not stated) | 0.7 | 1.9% | 2.4% | 1.0 | -2.6% | -0.2 | -4.4% | 2.0 | -6.0
C[C@H]1CN([C@@H](C)CO)S(=O)(=O)c2ccc(Br)cc2O[C@@H]1CN(C)C(=O)Cc1ccccc1 | / | / | -8.1% | / | 0.1% | / | 0.0% | / | 2.4
O=C(NCc1cccs1)C(=O)NCC1OCCCN1S(=O)(=O)c1cccs1 (configuration not stated) | -11.3 | 0.1% | 1.3% | 1.9 | 0.9% | 1.4 | -0.5% | -5.3 | -5.6
N#Cc1ccc(CSc2nnc(NC(=O)CN3C(=O)C4CC=CCC4C3=O)s2)cc1 (configuration not stated) | -19.4 | 0.3% | -6.3% | 10.8 | 0.9% | 1.2 | -0.6% | -2.9 | -8.0
N#C/C(=C\c1cccc(Oc2ccccc2)c1)C(=O)N1CCOCC1 | -1.8 | -0.5% | -12.6% | -10.0 | -6.4% | 0.3 | 0.1% | 2.1 | -101.8*
COCCNC(=O)COc1ncnc2scc(-c3ccc(F)cc3)c12 | -4.4 | 8.6% | 1.6% | -3.4 | 1.9% | 0.5 | 1.6% | -3.4 | -0.7
O=C(CSc1nc2c(c(=O)[nH]1)CN(Cc1ccc(F)cc1)CC2)Nc1ccccc1Cl | 3.8 | 3.7% | -1.5% | 3.8 | 2.2% | 3.1 | -2.5% | -0.3 | -5.7
CSc1ccc(C(=S)N2CCN(CCO)CC2)cc1 | 7.2 | 0.8% | -15.4% | 9.5 | -0.3% | -0.6 | -1.9% | -3.7 | -5.3
COc1ccc(C(C)=O)cc1CN1C(=O)C(C)N(c2ccc(C)cc2)C1=O (configuration not stated) | -0.4 | 0.2% | 3.1% | -5.9 | -3.2% | 1.4 | -3.9% | -9.1 | 6.7
O=C(CCc1ccccc1)NNC(=O)c1ccccc1Br | -1.1 | 0.5% | -2.2% | -6.6 | 2.0% | 0.8 | -2.3% | -1.6 | -1.5
COc1ccc2oc(C(=O)N3CCN(S(=O)(=O)c4c(C)c(C)cc(C)c4C)CC3)c(C)c2c1 | / | / | 12.4% | / | -0.9% | / | -1.8% | / | -3.7
COc1ccc(C(=O)NC(=S)NCc2ccc(-c3nc4ccccc4o3)cc2)cc1OC | -2.0 | 2.4% | -1.9% | -7.6 | -8.0% | 2.5 | -3.7% | 0.9 | -29.5
Cc1nc2n[nH]c(N)c2c2c1CCCC2 | -8.9 | 4.8% | 10.1% | 2.8 | -11.2% | 0.8 | -2.3% | -4.2 | -2.3
CCOC(=O)C1CCN(C(=O)Cn2nc(CC)n3c(cc4occc43)c2=O)CC1 | -33.4* | 22.1% | -1.9% | -0.3 | 5.3% | 4.9 | -1.5% | 2.0 | /
CCOC(=O)N/N=C/c1ccccc1F | 25.9 | 1.4% | -0.6% | -0.7 | -0.2% | 0.1 | -4.0% | -5.9 | 5.2

Structures listed above printed as active in RXFP1 antag:
Molecule	D1 antag	D2 PAM	Vif-APOBEC3G blk	D1 agonist	D1 potentiator	RXFP1 antag
N#C/C(=C\c1cccc(Oc2ccccc2)c1)C(=O)N1CCOCC1	-1.8	-10.0	-6.4%	0.3	2.1	-101.8*
